Assay outcomes deposited in PubChem BioAssay by National Center for Advancing Translational Sciences (NCATS).
A549 viability: counter-screen for Nrf2 inhibitors: cytotoxicity in A549 cells; 0.16% of 390,000 active; AID 504648; Potency, µM (series often up to 46 µM), inactives show at the highest dose activity change, negative = cytotoxicity, actives largely listed as inhibitors; A549 ARE-Fluc cells, CellTiter-Fluor viability, 18-24 h; note: potency is the fitted concentration of half-maximal effect; % is set by controls: 0 for no effect and ±100 for the full control effect
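Cytotoxicity counterscreen: CellTiter-Fluor fluorescence was measured in A549 ARE_Fluc cells after 18-24 h of compound exposure in a concentration series. The subsequent BugLite luminescent read reports ARE-luciferase activity.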
ATXN2 expr inh: inhibitors of ATXN2 expression. Potency, µM (series often up to 57 µM), for the others: at the top dose activity change, negative = inhibition, usual class: inhibitors. 0.72% of 360,000 active. HEK-293 ATXN2-luciferase reporter, luminescence, 24 h; note: potency is the fitted concentration of half-maximal effect; % is set by controls: 0 for no effect and ±100 for the full control effect; nearly all actives have a fitted effect of over 55% in size
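ATXN2-luciferase reporter cells (luciferase flanked by upstream and downstream ATXN2 gene portions) were treated 24 h at 37 °C with compounds at up to 57 uM. SteadyGlo luminescence gave expression; GF-AFC fluorescence gave viability.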
EPAC2 agonist: EPAC2 (human) agonism; EPAC2 activation, biochemical qHTS; response scale: 100% = 6.5 mM cAMP response; Potency, µM (doses to about 154 µM), for the others: top-dose activation, usual class: activators; 0.079% of 360,000 active; note: potency is the fitted concentration of half-maximal effect; nearly all actives have a fitted effect of over 50% in size
Target sequence (Q8WZA2 whole entry, looked up): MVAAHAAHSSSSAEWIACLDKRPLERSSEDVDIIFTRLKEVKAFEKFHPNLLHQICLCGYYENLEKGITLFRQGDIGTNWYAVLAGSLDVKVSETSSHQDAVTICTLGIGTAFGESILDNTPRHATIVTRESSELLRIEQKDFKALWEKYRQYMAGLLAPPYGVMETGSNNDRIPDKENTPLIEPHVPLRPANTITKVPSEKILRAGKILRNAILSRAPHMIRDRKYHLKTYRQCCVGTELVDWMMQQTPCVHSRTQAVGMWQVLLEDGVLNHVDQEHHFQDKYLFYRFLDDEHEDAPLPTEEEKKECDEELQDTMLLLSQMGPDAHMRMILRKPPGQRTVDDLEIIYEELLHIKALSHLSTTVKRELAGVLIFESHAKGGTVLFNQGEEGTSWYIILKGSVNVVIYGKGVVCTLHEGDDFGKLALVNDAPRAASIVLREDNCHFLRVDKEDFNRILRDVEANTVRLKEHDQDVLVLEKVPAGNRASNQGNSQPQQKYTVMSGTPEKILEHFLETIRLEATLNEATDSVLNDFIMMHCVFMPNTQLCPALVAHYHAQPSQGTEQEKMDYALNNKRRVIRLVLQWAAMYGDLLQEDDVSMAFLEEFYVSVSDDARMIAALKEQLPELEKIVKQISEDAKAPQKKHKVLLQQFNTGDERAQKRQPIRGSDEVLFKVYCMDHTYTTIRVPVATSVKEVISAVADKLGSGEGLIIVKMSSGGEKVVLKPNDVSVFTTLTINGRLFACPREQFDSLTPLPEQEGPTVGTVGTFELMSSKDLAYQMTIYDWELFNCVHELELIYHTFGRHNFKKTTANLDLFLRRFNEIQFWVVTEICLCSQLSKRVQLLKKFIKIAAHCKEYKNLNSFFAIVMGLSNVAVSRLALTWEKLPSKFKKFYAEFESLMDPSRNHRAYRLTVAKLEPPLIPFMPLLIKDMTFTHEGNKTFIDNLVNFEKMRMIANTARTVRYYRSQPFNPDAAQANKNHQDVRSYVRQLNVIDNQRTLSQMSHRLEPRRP
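Readout is BODIPY fluorescence (480 nm excitation, 540 nm emission), which falls as labeled GDP is exchanged off Rap1B. EPAC2 at 100 nM acted on 250 nM RAP1B-BODIPY-GDP with 50 uM GDP present.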
Nrf2 activator: Nrf2 pathway activation; AREc32 ARE-luciferase reporter (MCF7-derived line), luminescence, 24 h; Potency, µM (top dose mostly 46.1 µM), for the others: at the top dose activation, most hits filed as activators; 0.31% of 410,000 active; AID 624171; note: potency is the fitted concentration of half-maximal effect; % of control where 0% means no effect; nearly all actives have a fitted effect of over 65% in size
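ARE activation measured as luciferase luminescence (Steady-Glo, 30 min RT) in AREc32_Fluc cells after 24 hr compound exposure at 37 deg C, 5% CO2; cells seeded overnight at 1000/well in OPTI-MEM, 5% FBS.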
Nrf2 block: Nrf2 pathway inhibition | A549 ARE-Fluc reporter, luciferase luminescence, 18-24 h | Potency, µM (top dose mostly 46 µM), without a hit: top-dose activity change, negative = inhibition, hits mostly inhibitors | 2.1% of 360,000 active; note: potency is the fitted concentration of half-maximal effect; % is set by controls: 0 for no effect and ±100 for the full control effect; nearly all actives have a fitted effect of over 60% in size
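A549 ARE_Fluc cells (5000/well, 5% FBS OPTI-MEM) pre-incubated 2 h, then treated with compounds 18-24 h at 37C/5% CO2 in concentration-response. CellTiter-Fluor viability read first; BugLite luciferase luminescence after 15 min at room temperature gives Nrf2 activity.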
TGFb inhibitor: inhibitors of TGF-b signaling. HepG2 CAGA-GFP TGF-b/SMAD3 reporter, GFP fluorescence, 18 h; TGF-beta stimulated, 500 pg/mL final. Potency, µM (highest dose often 46.1 µM), for the others: top-dose activity, negative = inhibition, actives largely listed as inhibitors. 1.2% of 410,000 active. AID 588855; note: potency is the fitted concentration of half-maximal effect; % is set by controls: 0 for no effect and ±100 for the full control effect; nearly all actives have a fitted effect of over 65% in size
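Cell-based qHTS in HEPG2 carrying a CAGA-GFP Smad reporter; compounds added before 500 pg/mL final TGF-beta, 18 h incubation at 37 degrees C, GFP fluorescence quantified per cell by imaging cytometry.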
HepG2 viability: counter-screen for TGF-b inhibitors: cytotoxicity in HepG2 cells | HepG2 CAGA-GFP viability, ATP luminescence, 18 h | Potency, µM (highest dose often 46.1 µM), for inactives: top-dose activity change, negative = cytotoxicity, actives largely listed as cytotoxic | 0.76% of 410,000 active | AID 588856; note: potency is the fitted concentration of half-maximal effect; some results filed as inactive show a strong effect at the top dose
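CellTiter-Glo luminescence gave cytotoxicity after 18 hours at 37 degrees C. The cells were HepG2 CAGA-GFP in 1% FBS DMEM, stimulated with 500 pg/mL TGF-beta after compound addition. %Activity was normalised to no-cell wells (complete cell-killing) and DMSO (no toxicity), and curves were fitted and classified.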
IL2 activator: IL-2 activation | IL-2 activation reporter assay, cell-based qHTS; stimulated with anti-CD3/CD4/CD28 beads; in transgenic mouse T cells | activation, % (series mostly up to about 46 µM) | 0.065% of 360,000 active | AID 652025; in the data active = activation above about 50%; inconclusive = mostly about 30% to 49%; note: 0% is about no effect
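Quantitative HTS in unstimulated transgenic mouse T cells, with memory T cells as non-tolerant control and PMA/ionomycin as tolerance-bypass control. Compound pretreatment lasted 60 minutes before 18 h bead stimulation; EGFP/DsRed fluorescence read.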
S2 tox: viability counter-screen for ATXN expression inhibitors. Potency, µM (doses to about 56.7 µM), hits mostly cytotoxic. S2 cells (HEK-293 line with an ATXN2-luciferase reporter) viability, CellTiter-Fluor protease fluorescence, 24 h. AID 651635. 0.49% of 400,000 active; note: potency is the fitted concentration of half-maximal effect; nearly all actives have a fitted effect of over 40% in size
Active calls of the source: *; i = inactive; ? = inconclusive; / = no result given; [ ] = another dose, or the depositor's remark. Unless noted, calls come from the whole dose curve; as a rule, active = well fitted curve in the direction sought with a large enough effect; inconclusive = small, poorly fitted or top-dose-only effect, or another doubt; inactive = no such curve, though single readings can be large; an effect the other way counts as inactive or inconclusive.

SMILES	A549 viability	ATXN2 expr inh	EPAC2 agonist	Nrf2 activator	Nrf2 block	TGFb inhibitor	HepG2 viability	IL2 activator	S2 tox
C[C@H](CO)N1C[C@H](C)[C@@H](CN(C)S(=O)(=O)c2cccs2)Oc2ccc(NS(=O)(=O)c3ccc(F)cc3)cc2C1=O	-6%	13%	9%	1.9%	-23%	0%	-3%	0.8	i
O=C(CSCc1c(Cl)cccc1Cl)Nc1nccs1	-6%	/	-5%	-0.7%	-7%	-19%	-14%	-0.8	/
O=c1[nH][nH]c2c(N=Cc3ccccc3O)ccc(F)c12	?	-15%	-1%	0.4%	-24%	-11%	7%	-0.2	i
Cc1ccc(S(=O)(=O)NC(=NC(Cc2ccccc2)C(=O)O)c2ccccc2)cc1 (stereo not drawn)	0%	-11%	2%	-0.6%	1%	10%	14%	1.4	i
COC(=O)[C@@]1(Cc2ccc(OC)cc2)[C@H]2c3cc(C(=O)N4CCCC4)n(Cc4ccsc4Br)c3C[C@H]2CN1C(=O)c1ccccc1	/	-35%	13%	5.5%	/	/	/	-0.8	?
Cc1cc(C)c2oc(C(=O)Nc3nnc(C(C)C)s3)cc(=O)c2c1	0%	/	4%	0.6%	?	6%	5%	-0.1	i
CCOc1ccc(-c2nnc(SCC(=O)NCc3ccc(Cl)cc3)o2)cc1	0%	9%	/	0.4%	21%	-4%	-6%	/	i
CCN(c1ccccc1)S(=O)(=O)c1ccc(OC)c(NC(=O)CCc2nc3ccccc3c(=O)[nH]2)c1	7%	-15%	6%	2.7%	?	6%	-9%	-1.0	i
Cc1cc(C(=O)CSc2nnc(-c3ccccc3F)o2)c(C)n1Cc1cccs1	-8%	-12%	10%	0.2%	?	0%	-44%	-1.4	i
COc1ccc2oc(C(=O)OCC(=O)NC(C)(C#N)C3CC3)c(C)c2c1 (stereo not drawn)	1%	8%	7%	-0.4%	-11%	12%	0%	2.1	i
Cc1nn(Cc2ccc([N+](=O)[O-])cc2)c(=O)n1-c1ccc(F)cc1	-10%	4%	16%	0.1%	0%	-16%	-16%	-1.6	i
COc1ccc(N2CCN(c3ccc(NC(=O)NN)cc3)CC2)cc1	1%	-9%	0%	-1.7%	6%	8%	-12%	-0.5	i
COc1ccc(Cl)cc1NC(=O)CNCc1cccs1	5%	/	13%	5.9%	-17%	-12%	-7%	0.9	i
O=C(c1ccco1)N1CCN(Cc2nnc(-c3ccccc3F)o2)CC1	3%	3%	9%	0.1%	2%	3%	1%	0.3	i
COc1cccc(CNS(=O)(=O)c2ccc3c(c2)NC(=O)CS3)c1	-1%	/	3%	2.2%	7%	-1%	-47%	0.2	i
CC(=O)Cc1nsc(NC(=O)c2cccc(F)c2)n1	-4%	/	9%	4.4%	3%	5%	14%	-0.3	?
CCCc1nc2ccc(NC(=O)NCCC(=O)OCC)cc2c(=O)n1Cc1cccc(Cl)c1	-14%	-5%	-20%	0.2%	?	-3%	-3%	0.5	i
CC(=O)c1c(C)[nH]c(C(=O)NCc2ccco2)c1C	1%	2%	1%	2.8%	-13%	3%	-1%	8.0	i
COc1ccc(/C=C2\Oc3cc(OCC(=O)N4CCC[C@H]4CO)ccc3C2=O)c(OC)c1	2%	3%	12%	2.6%	-6%	1%	-12%	-1.9	i
O=C1CC(=O)CC(c2ccccc2Cl)C1	-2%	3%	-2%	-0.5%	2%	3%	8%	1.4	i
COC(=O)c1ccc(N2CCN(C)CC2)c(NC(=O)COc2ccc(OC)cc2)c1	10%	-5%	5%	0.1%	15%	-10%	-6%	5.6	i
COc1ccccc1NC(=O)C(=O)N/N=C/c1cccs1	8%	40%[activator]	-4%	11µM*	?	-2%	-33%	-3.3	i
CC(C)CCNC(=O)CSc1nnc(-c2ccc(S(=O)(=O)N3CCCC3)cc2)n1C	0%	-8%	2%	0.3%	-4%	-2%	4%	-0.3	i
CCOC(=O)c1c[nH]c2c(C(=O)c3ccccc3)cc(Cl)cc2c1=O	-9%	-9%	-7%	0.3%	?	0%	0%	-1.8	i
O=C(COC(=O)c1cnccn1)Nc1ncc(Cl)cc1Cl	-4%	6%	16%	-0.1%	13%	-7%	0%	-2.0	i
CC1(C)C([N+](=O)[O-])C(c2ccc(F)cc2)NC(c2ccc(F)cc2)C1[N+](=O)[O-] (stereo not drawn)	3%	-10%	4%	0.4%	-30%	-3%	0%	-6.6	/
O=C(NCc1ccc2c(c1)OCO2)c1cccc(S(=O)(=O)N2CCOCC2)c1	2%	-7%	4%	0.3%	-21%	-22%	-2%	-3.1	i
CCc1ccc(-c2cnc3nc[nH]c(=O)c3n2)cc1	-9%	28%	6%	2.9%	2%	0%	5%	0.5	i
Cc1cccc(CSc2nnc(CCNC(=O)OC(C)(C)C)o2)c1	0%	16%	6%	0.2%	-8%	-13%	-32%	0.2	i
Cc1ccc(S(=O)(=O)/N=C(\CN2CCOCC2)N2CCOCC2)cc1	-1%	/	6%	-0.6%	2%	-16%	1%	-2.1	/
Cc1cccc2nc(Cn3c(=O)n(CCC(=O)NCc4ccco4)c(=O)c4sccc43)cc(=O)n12	10%[1.84 µM]	-1%	-2%	0.0%	10%	-4%	-7%	-0.2	i
CCc1cccc2c(C=C(C#N)C#N)cn(CC(=O)N3CCCCCC3)c12	3%	-13%	1%	0.2%	-26%	-10%	2%	-1.8	i
O=C(NCc1ccco1)c1cnc2ccccn2c1=O	2%	-3%	-1%	12%	13%	1%	-4%	0.8	i
Cn1c(CN2CCCC2)nc2cc(NC(=O)Nc3ccccc3)ccc21	-4%	39%[activator]	9%	3.3%	27%	-1%	-4%	-0.1	i
CSc1nc2ccc(N3C(=O)C4CCCCC4C3=O)cc2s1 (stereo not drawn)	0%	31%	-1%	11%	24%	-20%	0%	-3.1	i
COc1ccccc1/C=C\C=N\NC(=O)CCn1nnc2ccccc21	8%	3%	9%	0.3%	3%	8%	-1%	0.2	i
CCOC(=O)C1CCN(C(=S)NC2CC3C=CC2C3)CC1 (stereo not drawn)	2%	-25%	2%	-0.6%	-13%	-23%	15%	1.3	i
O=C(Nc1ccc(S(=O)(=O)N(Cc2ccccc2)c2ccccc2)cc1)c1ccc(F)cc1	-9%	-20%	/	0.7%	23µM*	?	-9%	/	i
COc1cccc(-c2c(NC(=O)c3ccco3)oc3ccc(Cl)cc3c2=O)c1	-9%	-10%	-5%	22%	5%	-11%	4%	-1.8	i
C[C@@H]1CC[C@]2(C(=O)O[C@@H]3O[C@H](CO)[C@@H](O)[C@H](O)[C@H]3O)CC[C@]3(C)C(=CCC4[C@@]5(C)CC[C@H](O[C@@H]6OC[C@H](O)[C@H](O[C@@H]7O[C@H](CO)[C@@H](O)[C@H](O)[C@H]7O)[C@H]6O)C(C)(C)C5CC[C@]43C)C2[C@]1(C)O (stereo partly drawn)	0%	-6%	4%	-0.7%	3%	35%[activator]	4%	0.2	i

Of the compounds above, these contain a nitro group on carbon:
SMILES	A549 viability	ATXN2 expr inh	EPAC2 agonist	Nrf2 activator	Nrf2 block	TGFb inhibitor	HepG2 viability	IL2 activator	S2 tox
Cc1nn(Cc2ccc([N+](=O)[O-])cc2)c(=O)n1-c1ccc(F)cc1	-10%	4%	16%	0.1%	0%	-16%	-16%	-1.6	i
CC1(C)C([N+](=O)[O-])C(c2ccc(F)cc2)NC(c2ccc(F)cc2)C1[N+](=O)[O-] (stereo not drawn)	3%	-10%	4%	0.4%	-30%	-3%	0%	-6.6	/

Additional structures:
SMILES	A549 viability	ATXN2 expr inh	EPAC2 agonist	Nrf2 activator	Nrf2 block	TGFb inhibitor	HepG2 viability	IL2 activator	S2 tox
CC(C)(C)C(=O)Nc1cccc(-c2cn3cccnc3n2)c1	0%	5%	/	10%	/	-5%	-1%	/	i
CCCOC1(C(F)(F)F)NC(=O)N(c2ccc(Cl)cc2)C1=O (stereo not drawn)	-5%	-36%	/	0.3%	?	-4%	-6%	/	?
O=S(=O)(c1ccc(Nc2ccc(-c3ccc4c(c3)OCCO4)nn2)cc1)N1CCCC1	?	39%[activator]	17%	0.5%	?	-12%	-15%	-1.8	i
CCCCN(CCCNC(=O)c1cc(Nc2ccc(OC)c(OC)c2)nc2ccccc12)c1ccccc1	12%	-4%	/	0.7%	6%	?	-37%	/	i
Cc1ccc(S(=O)(=O)N2CCCCC2)cc1NC(=O)CCNC(=O)c1ccc([N+](=O)[O-])cc1	-12%	-10%	-5%	2.5%	?	?	-2%	0.0	?
COC(=O)Cc1ccc(NC(=O)c2ccc(C(C)(C)C)cc2)cc1	?	0.79µM*	14%	-1.6%	2.1µM*	9%	-30%	-0.8	i
O=C(O)c1ccccc1NCCO	6%	1%	8%	-0.1%	0%	5%	-1%	-3.3	i
CC1=C(C(=O)N(C)C)CC(CC(=O)NCCCCc2ccccc2)C(=O)N1Cc1ccc(C(C)(C)C)cc1 (stereo not drawn)	/	?	4%	4.6%	/	?	-22%	-3.5	?
CCn1c(SCC(=O)N2CCCC2)nnc1-c1ccco1	9%	5%	-1%	0.5%	14%	5%	-1%	0.4	i
Cn1nnnc1Sc1ncnc2scc(-c3ccsc3)c12	?	14µM*	8%	?	?	13µM*	-78%	-0.5	?
Cc1ccc2c(c1)C1CN(C)CCC1N2C(=O)COc1ccc(N(C)C(=O)c2ccccc2)cc1 (stereo not drawn)	7%	14%	10%	2.3%	4%	?	-8%	-4.8	i
Nc1nnnn1CC(=O)N/N=C/c1ccc(-c2cccc(Cl)c2)o1	-2%	-12%	7%	-0.3%	-1%	2%	4%	0.6	i
C[C@H](CCC(=O)OCc1cn(CC(=O)c2ccc(O)cc2)nn1)C1CC[C@H]2[C@@H]3CC[C@@H]4C[C@H](O)CC[C@]4(C)[C@H]3C[C@H](O)[C@]12C (stereo partly drawn)	-5%	?	12%	0.5%	-22%	?	-59%	-0.4	?
